Screening results: PubChem, Sanford-Burnham Center for Chemical Genomics
APOBEC3G inh: blocks human APOBEC3G single-stranded DNA deamination; Q9HC16; recombinant A3G, ssDNA deamination FAM/TAMRA fluorescence; inhibition, % at 20 µM; hit rate 0.28% among 330,000;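 active = inhibition of at least 40% at 20 µM, with no more than 30% in the related APOBEC3A deaminase screen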;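 note: plate controls were DMSO wells with A3G for no effect and wells lacking A3G enzyme for full effect; some compounds called inactive have numbers as strong as hits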
Target sequence (Q9HC16 whole entry, looked up): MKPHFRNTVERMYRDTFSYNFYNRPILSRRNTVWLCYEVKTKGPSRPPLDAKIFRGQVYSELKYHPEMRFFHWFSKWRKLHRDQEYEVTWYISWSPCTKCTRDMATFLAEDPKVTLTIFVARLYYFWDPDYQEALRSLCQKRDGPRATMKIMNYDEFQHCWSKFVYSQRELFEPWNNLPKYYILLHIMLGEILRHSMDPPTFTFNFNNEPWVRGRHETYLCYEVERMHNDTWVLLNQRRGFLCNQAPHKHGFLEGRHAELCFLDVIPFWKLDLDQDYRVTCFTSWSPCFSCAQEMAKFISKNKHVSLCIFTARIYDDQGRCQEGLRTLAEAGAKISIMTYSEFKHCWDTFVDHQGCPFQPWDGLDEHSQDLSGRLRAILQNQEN
mIAP activ: mouse IAP activation; activation factor at 10 µM; muIAP, CDP-Star luminescence, 30 min; hits give high values; 1 = vehicle-only enzyme signal, 0 = enzyme-free wells; AID 2805; hit rate 0.24% among 330,000;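 active = activation factor of at least 2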; note: the source names both 10 and 20 µM as test concentration; values of inactives mirror those of a sister screen read the other way
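Assay system: mouse IAP enzyme; reagent: chemiluminescent substrate CDP-Star; dosing: test compounds delivered from DMSO solution; schedule: 30 min at room temperature; measured by: luminescence from enzymatic CDP-Star hydrolysis; controls: DMSO-only wells and no-enzyme negative control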
ATG4B inh: blocks human ATG4B protease cleavage of LC3 substrate. ATG4B cleavage of LC3-PLA2, NBD-HPC fluorescence, 1 h. Q9Y4P1. inhibition, % at 8.33 µM. hit rate 0.51% among 340,000; in the data active = inhibition above about 40%
A3A deaminase: human APOBEC3A DNA deaminase inhibition. P31941. inhibition, % at 20 µM. hit rate 0.41% among 330,000. recombinant A3A, FAM/TAMRA ssDNA deamination fluorescence;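 active = at least 40% inhibition at 20 µM here, with at most 30% in a related deaminase screen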;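 note: plate controls were A3A with DMSO for no effect and wells lacking A3A enzyme for full effect; some results filed as inactive read as strong as hits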
Target sequence (P31941 whole entry, looked up): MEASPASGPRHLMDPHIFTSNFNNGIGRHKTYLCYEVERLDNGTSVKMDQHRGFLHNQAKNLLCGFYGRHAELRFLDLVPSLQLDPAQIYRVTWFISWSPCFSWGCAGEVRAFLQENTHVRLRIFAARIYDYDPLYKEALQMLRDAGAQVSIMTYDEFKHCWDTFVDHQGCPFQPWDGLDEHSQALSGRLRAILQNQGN
hIAP act: human IAP activation; P09923; purified human IAP, CDP-Star luminescence, 30 min; hits give high values; 1 = vehicle-only enzyme, 0 = enzyme-free background; activation factor at 10 µM; hit rate 0.16% among 330,000; AID 2524;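 active = activation factor of the enzyme at least 2-fold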; note: the source names both 10 and 20 µM as test concentration; values of inactives mirror those of a sister screen read the other way
Target sequence (P09923 whole entry, looked up): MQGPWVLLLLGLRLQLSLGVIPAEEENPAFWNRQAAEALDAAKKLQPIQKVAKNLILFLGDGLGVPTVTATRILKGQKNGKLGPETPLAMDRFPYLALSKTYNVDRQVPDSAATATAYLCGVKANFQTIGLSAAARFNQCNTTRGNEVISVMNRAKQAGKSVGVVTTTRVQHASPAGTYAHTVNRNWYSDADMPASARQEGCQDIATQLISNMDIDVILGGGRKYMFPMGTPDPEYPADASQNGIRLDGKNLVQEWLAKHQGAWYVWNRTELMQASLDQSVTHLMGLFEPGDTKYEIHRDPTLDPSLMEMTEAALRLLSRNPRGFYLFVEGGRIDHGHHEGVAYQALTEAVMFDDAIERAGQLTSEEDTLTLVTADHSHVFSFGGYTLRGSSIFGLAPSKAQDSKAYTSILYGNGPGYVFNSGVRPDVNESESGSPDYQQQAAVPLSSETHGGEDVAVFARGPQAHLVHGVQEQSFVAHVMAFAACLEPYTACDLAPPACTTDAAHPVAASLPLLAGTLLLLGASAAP
MPTP inh: inhibitors of mitochondrial permeability transition pore; isolated mouse mitochondria, Ca2+ swelling absorbance, 30 min; inhibition, % at 10 µM; hit rate 1.4% among 360,000; AID 602449;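 active = inhibition of 50% or more, scaled per plate between neutral and stimulator controls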;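 note: 0% = DMSO wells given calcium and 100% = 1 mM EGTA wells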
hIAP inh: human IAP inhibition | purified IAP, CDP-Star luminescence, 30 min | inhibition, % at 10 µM | hit rate 0.12% among 330,000 | P09923;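 active = inhibition reaching a set limit with compound at 10 µM in the primary screen, cut at about 35% in these data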;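 note: plate controls were DMSO wells with enzyme for no effect and no-enzyme buffer wells for full effect; values of inactives mirror those of a sister screen read the other way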
mIAP inh: mouse IAP inhibition. inhibition, % at 10 µM. hit rate 0.2% among 330,000. purified mouse IAP, CDP-Star luminescence, 30 min;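 active = inhibition of at least 40% at 10 µM in the primary screen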;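 note: plate controls were DMSO with enzyme for no effect and no enzyme wells for full effect; values of inactives mirror those of a sister screen read the other way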
MIN6 prolif: inducers of beta-cell replication in MIN6 cells | MIN6 cells proliferation, ATPlite luminescence, 48 h; cells starved in 0.2% serum; 100% = growth in 10% serum | proliferation, % at 10 µM | hit rate 0.29% among 330,000 | AID 2380;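 active = compounds whose signal lies at least 3.5 SD above the mean of all wells on their plate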;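 note: 0% = DMSO-treated cells in low-serum medium and 100% = 10% serum control; some compounds called inactive have numbers as strong as hits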
Active calls of the source: *; x = not tested or not shown; & = joins results of further samples.

SMILES	APOBEC3G inh	mIAP activ	ATG4B inh	A3A deaminase	hIAP act	MPTP inh	hIAP inh	mIAP inh	MIN6 prolif
Cc1ccc(/C=N/NC(=O)C(C)NC(=O)c2ccccc2)cc1 (centres undefined)	-2	1	-1	18	1.1	-1.6	-7	-4	-3
COCCOCCn1c(CCCO)nc2ccccc21	-10	0.99	-5	0	1	-1.5	-2	1	-4
Cc1ccc2nc(N=C(N)N)nc(C)c2c1	7	0.97	-5	11	0.97	-0.4	3	3	-2
O=C(NCc1nnc2c(C(F)(F)F)cc(Cl)cn12)C1CCCC1	-5	0.98	16	-5	1.2	-1.1	-17	2	2
CC[N+](C)(CC)CC(O)COCC1COc2ccccc2O1 (centres undefined)	-6	1.1	-16	30	0.79	-9.4	21	-6	0
COc1ccc(Br)c(C(=O)OCC(=O)N2CCc3ccccc32)c1	-8	0.98	4	-5	0.83	-0.6	17	2	3
COc1ccccc1NC(=O)C(C)OC(=O)Cc1ccsc1 (centres undefined)	2	1	5	2	1.1	0.1	-5	-4	-1
COc1ccc(S(=O)(=O)N2CCC(NC(=O)c3cccc(F)c3)CC2)cc1	-10	0.97	0	-4	0.91	-1.1	9	3	0
O=C(O)C1CC(=O)N(CCc2c[nH]c3ccccc23)C1 (centres undefined)	-1	1	-8	2	0.77	0.5	23	-2	3
Cc1ccc(-c2cc(Cc3ccc(N(C)C)cc3)c(=O)[nH]n2)cc1	-9	1	-2	-4	0.9	8.1	10	-3	0
COc1ccc2c(C)cc(SCC(=O)N(C)C3CCS(=O)(=O)C3)nc2c1 (centres undefined)	-1	0.99	-7	7	1.1	-0.8	-5	1	-2
CSc1sc(C(=O)O)c2c1C(=O)CCC2	-6	0.99	-4	0	1.1	-1.5	-10	1	0
CC(C)c1ccc(C(=O)NC2=NCCS2)cc1	2	1	4	2	1.2	2.0	-23	-3	0
CSCCC(NC(N)=O)C(=O)Nc1ccc(C)cc1 (centres undefined)	-2	0.98	6	-1	1.1	0.6	-5	2	-1
O=C(c1cc(-c2ccc(O)cc2)on1)N1CCOCC1	-11	1	-2	-1	0.97	-1.3	3	0	-1
CCOc1cc(N2CCOCC2)c(OCC)cc1NC(=O)c1ccc(NC(C)=O)cc1	-6	1.1	1	-9	0.99	1.0	1	-10	-3
CN(C)c1c([N+](=O)[O-])ncn1C	-7	1.1	11	-1	0.91	-0.5	9	-8	-2
CCOC(=O)c1cc2sccc2n1CC(=O)N1CCN(C(=O)c2ccco2)CC1	-3	1	21	-2	1	0.9	-3	-2	-4
COc1ccc(-c2cc(=O)oc3cc(OC(C)C(=O)NC4CC4)ccc23)cc1 (centres undefined)	10	0.98	-6	1	0.97	1.3	3	2	-3
C[C@H](NC(=O)c1ccco1)C(=O)NNC(=O)c1ccc(F)cc1	8	1.1	0	30	1.1	-0.5	-10	-8	-5
O=C(O)c1cccc(NC(=S)N/N=C/c2ccccc2OCc2ccc(Br)cc2)c1	-1	1	28	2	1.1	8.2	-10	-1	-5
COC(=O)CCC(=O)Nc1cc(OC)c(OC)cc1Cc1nccc2cc(OC)c(OC)cc12	-2	1.1	-13	2	1.1	0.2	-14	-8	-2
Cc1ccc(NC(=O)CN2C(=O)S/C(=C/c3ccc(-c4cc(C(=O)O)ccc4C)o3)C2=O)cc1C	12	0.69	8	63*	1	3.3	0	31	-5
O=C(CSc1nnc(C2CC2)n1Cc1ccccc1)NCc1ccccc1	-5	1	1	-3	1.2	0.7	-16	0	-2
Cn1c(SCC(=O)Nc2ccc3c(c2)OCCO3)nnc1C(F)(F)F	-6	0.99	-7	3	0.9	-1.2	10	1	0
CC1CC(C)CN(CC(O)COCc2ccccc2F)C1 (centres undefined)	-4	1	-1	0	1.1	-0.4	-14	-3	-2
CCN1CCN(Cc2ccc(NC(=O)c3cc(NC(=O)c4cncc(-c5ccc(C#N)cc5)c4)cc(OC)c3)cc2C(F)(F)F)CC1	0	0.95	7	2	1.1	6.8&-0.8	-9	5	-8
CCCCN(C(=O)C1CC(=O)N(c2ccc(CC)cc2)C1)c1c(N)n(CCC)c(=O)[nH]c1=O (centres undefined)	3	1.1	0	2	1.1	-1.0	-7	-5	0
O=[N+]([O-])c1ccc2nn(Cc3ccccc3)cc2c1	3	0.97	-1	-4	1.1	0.5	-14	3	0
COc1ccc(/C=C2/NC(=O)N(Cc3ccccc3F)C2=O)cc1OC	-11	0.95	-3	-2	0.98	-1.4	2	5	0
Cc1ccc2c(CN3CCC(C)CC3)cc(=O)oc2c1	-7	0.89	14	-1	0.93	1.6	7	11	-3
CC(C)Cc1nnc(NS(C)(=O)=O)s1	-6	1	-6	-2	1.1	-5.4	-6	-5	1
CSc1cccc(NC(=O)c2cc(S(=O)(=O)N3CCc4ccccc43)cn2C)c1	-5	1.5	-24	-4	0.89	0.2	11	-54	-3
O=S(=O)(NCC(c1ccco1)N1CCN(c2ccc(F)cc2)CC1)c1ccc(F)cc1 (centres undefined)	-9	0.98	-4	-2	0.9	1.1	10	2	-1
O=C1COc2ccccc2N1Cc1c(F)cccc1Cl	-6	0.92	-6	-4	1	0.3	-4	8	0
CCC(C)NC(=O)C1CCN(S(=O)(=O)c2cc([N+](=O)[O-])ccc2Cl)CC1 (centres undefined)	-2	0.94	-5	2	1	0.9	-2	6	-3
N#CCCN1CCN(S(=O)(=O)c2ccc(C3CCCCC3)cc2)CC1	-8	0.91	1	-4	1	1.6	-2	9	-5
Cc1ccc(C(=O)NNC(=O)c2ccc(S(=O)(=O)N3CCCCC3)cc2)cc1	-8	0.95	5	-4	1.4	-0.5	-36	5	-4
CCOc1ccc(S(=O)(=O)N2CCC(C(=O)N3CCN(C)CC3)CC2)cc1Cl	-11	1.1	-1	-2	1.2	1.0	-20	-7	-2
COc1ccc(-c2noc(CCC(=O)N3CCN(c4cccc(Cl)c4)CC3)n2)cc1	0	1.1	-1	2	x	1.1	x	-1	x
Cc1ccc(C2(C)NC(=O)N(CC(=O)N3CCc4ccccc43)C2=O)cc1 (centres undefined)	-7	1.1	-10	-1	1.3	-2.6	-33	-5	-5
O=C(c1nc(-c2ccccc2)n(-c2ccccc2)n1)N1CCCCCC1	-1	0.88	-10	3	0.9	1.6	10	12	1
COc1ccc(N2CCN(C(c3cccs3)c3nnnn3C3CCCC3)CC2)cc1 (centres undefined)	-9	1.1	2	-3	1.1	0.0	-9	-8	-3
CCC(C)NC(=O)c1cn(CC)c2ccc(S(=O)(=O)N3CCCCC3)cc2c1=O (centres undefined)	-2	0.95	-4	-3	0.78	-2.2	22	5	2
CCc1nc(OCCN(C)C)c2oc3ccccc3c2n1	-6	0.98	-3	3	1	-0.4	-2	2	-1
Cc1ccc(/C=C/C(=O)Nc2nc3ccccc3[nH]2)cc1	-4	0.89	-3	-1	0.79	0.4	21	11	0
O=C(CCN1CCCCCC1)Nc1ccc(F)cc1	-1	1.2	7	-2	1.3	0.1	-26	-19	-2
CC(C)C(=O)NC(=S)Nc1ccccc1N1CCN(C(=O)c2ccc(Cl)cc2)CC1	-4	0.98	-3	0	1.1	0.6	-12	2	-4
O=C(c1cc2ccccc2[nH]1)N1CCOCC1	-8	0.97	3	-1	0.89	1.6	11	3	0
Cc1ccccc1NC(=O)c1cccc(NC(=O)CCC(=O)O)c1	-1	0.97	-7	2	1.1	-1.6	-9	3	-3

Carrying on:
SMILES	APOBEC3G inh	mIAP activ	ATG4B inh	A3A deaminase	hIAP act	MPTP inh	hIAP inh	mIAP inh	MIN6 prolif
Cc1cc(C)n(CCCNC(=O)C2CC(=O)N(Cc3ccccc3)C2)n1 (centres undefined)	-4	1	-2	0	0.94	-1.8	6	-2	0
CCC(C(=O)c1ccc(O)cc1)c1ccccc1 (centres undefined)	-5	1.2	-5	-5	1.1	-0.1	-15	-18	2
CCOc1cc2[nH]c(=O)n(Cc3ccc(C(=O)NCCCN4CCC(C)CC4)cc3)c(=O)c2cc1OCC	-10	0.95	-1	3	1.2	-0.7	-16	5	-4
O=C(CSc1ccc(F)cc1)N1CCC(c2nc3ccccc3s2)CC1	-4	0.98	-6	5	1.1	-0.3	-6	2	-2
COC(=O)c1ccc(NC(=O)CC2C(=O)N(c3ccc(C)cc3)C(=O)N2CC(C)C)cc1 (centres undefined)	-3	1.1	-14	2	1	-1.7	-2	-6	-3
O=C(CNC(=S)NC(=O)c1ccc(Br)o1)c1ccccc1	-2	0.7	6	2	0.97	-0.2	3	30	-1
O=C(N/N=C/c1cccc([N+](=O)[O-])c1)c1cc(-c2ccc3c4c(cccc24)CC3)n[nH]1	-1	0.97	-2	0	1.1	3.2	-13	3	-1
Cc1ccc(CCN2CC(C(=O)NCCCN3CCC(C)CC3)CC2=O)cc1 (centres undefined)	-2	1	-4	-1	1.2	-0.1	-20	-4	0
CCOC(=O)C1=C(c2ccccc2)OC(N)=C(C#N)C1c1ccc(Br)s1 (centres undefined)	-6	0.87	2	-3	0.77	7.5	23	13	-5
COc1cccc(-n2c(N)c(C#N)c3ccc([N+](=O)[O-])cc3c2=O)c1	-7	0.81	x	-3	0.81	x	19	19	0

Three compounds already listed, sorted by their value in APOBEC3G inh, lowest first:
mol	APOBEC3G inh	mIAP activ	ATG4B inh	A3A deaminase	hIAP act	MPTP inh	hIAP inh	mIAP inh
O=C(CSc1ccc(F)cc1)N1CCC(c2nc3ccccc3s2)CC1	-4	0.98	-6	5	1.1	-0.3	-6	2
COC(=O)c1ccc(NC(=O)CC2C(=O)N(c3ccc(C)cc3)C(=O)N2CC(C)C)cc1 (centres undefined)	-3	1.1	-14	2	1	-1.7	-2	-6
O=C(N/N=C/c1cccc([N+](=O)[O-])c1)c1cc(-c2ccc3c4c(cccc24)CC3)n[nH]1	-1	0.97	-2	0	1.1	3.2	-13	3

Other results:
SMILES	APOBEC3G inh	mIAP activ	ATG4B inh	A3A deaminase	hIAP act	MPTP inh	hIAP inh	mIAP inh	MIN6 prolif
Cc1ccc(NCC(=O)NNC2=NCCC2)c(C)c1	-6	0.95	6	-5	1.2	-0.4	-16	5	-1
Cc1cc(NC(=O)CSc2nc(=O)n(CCN(C)C)c3c2CCCC3)no1	-7	1	4	-5	0.95	-0.9	5	-1	-1
Cc1cc(SCc2cccc([N+](=O)[O-])c2)nc(=O)[nH]1	0	1	-10	-5	1.1	-0.2	-12	-2	-6
C=CCNC(=O)Cn1nc(-c2ccccc2)ccc1=O	8	1.1	-9	61*	0.88	-2.3	12	-5	0
CC(C)Cc1c(O)nc(SCCN2CCOCC2)[nH]c1=O	-9	0.83	-9	-5	0.96	0.8	4	17	-3
O=C(CNc1ccc(F)cc1)N/N=C/C1CC=CCC1 (centres undefined)	-5	1	1	1	1.1	0.3	-9	-1	-1
C/C(CCc1ccco1)=N\NC(=O)CNc1cccc2ccccc12	-5	0.92	-9	-2	1	0.6	-2	8	0
CCOc1ccc(-c2nnc(SCC(=O)NC3CC3)o2)cc1	-9	1	-6	-4	0.84	-0.7	16	0	5
O=C(NCCO)c1cc2c([nH]c3ccccc32)c(-c2ccc(F)cc2)n1	-8	1	-12	-4	0.9	0.2	10	-3	1
Cc1ccccc1-c1nnc(SCC(=O)NC2CCCC2)o1	-4	1	-3	1	1.1	-1.4	-6	-1	2
S=C1NCCOCCOCCOCCOCCNC(=S)NCCOCCOCCOCCOCCN1	-7	0.94	-11	-5	1.2	0.0	-18	6	1
CCOC(=O)c1ccc(N2C(=O)CC(N3CCC(Nc4ccc(F)cc4)CC3)C2=O)cc1 (centres undefined)	-2	0.99	-19	3	0.83	-2.2	17	1	-1
CCOc1ccccc1N(CC(=O)NC(C)(C)C)C(=O)c1ccc(CN2CCOCC2)o1	-5	0.99	-6	1	0.83	-0.1	17	1	-3
